# Screening results as filed in PubChem BioAssay.
# M4 antag: human M4 muscarinic receptor antagonists, primary screen, CHO cells, Fluo-8 calcium fluorescence; Muscarinic acetylcholine receptor M4 (Homo sapiens), P08173; CHO-hM4 cells, ACh EC80; inhibition, % at 3 µM; 360,000 tested, 0.73% active; AID 624125, 2012;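 active = inhibition above its plate's cutoff, the mean inhibition of sample wells plus 3 SD, cut at about 27% in these data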;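 note: 0% = acetylcholine EC80 with DMSO and 100% = DMSO without agonist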
# Target sequence (P08173 whole entry, looked up): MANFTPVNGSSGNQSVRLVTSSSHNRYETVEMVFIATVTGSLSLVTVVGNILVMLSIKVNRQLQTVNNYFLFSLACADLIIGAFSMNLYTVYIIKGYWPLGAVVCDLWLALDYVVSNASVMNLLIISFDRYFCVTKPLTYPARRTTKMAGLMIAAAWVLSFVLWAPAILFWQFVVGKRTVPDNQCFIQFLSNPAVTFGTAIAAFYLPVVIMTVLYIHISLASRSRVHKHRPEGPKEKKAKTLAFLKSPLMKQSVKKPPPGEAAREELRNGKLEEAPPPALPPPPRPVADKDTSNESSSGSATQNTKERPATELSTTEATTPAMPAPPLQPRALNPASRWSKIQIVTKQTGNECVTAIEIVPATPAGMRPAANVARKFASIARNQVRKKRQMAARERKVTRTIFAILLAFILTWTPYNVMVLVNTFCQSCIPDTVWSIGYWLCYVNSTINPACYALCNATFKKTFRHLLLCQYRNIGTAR
# M1 PAM parental: nonselective calcium activators in parental CHO-K1 cells, primary screen, counter-screen for M1 PAM project, cell-based, Fluo-8 calcium fluorescence, full deck, 1536-well; ATP EC20; 0% at ATP EC20, 100% at ATP max; activation, % at 3 µM; 360,000 tested, 0.02% active; AID 602247, 2012;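 active = activation above the run cutoff, the mean activation of all test compounds plus 3 SD, cut at about 40% in these data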;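 note: peak over basal fluorescence ratio in a 140 s read after ATP addition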
# M5 ag: human M5 muscarinic receptor agonists, primary screen, CHO-K1 cells, Fluo-8 calcium fluorescence; Muscarinic acetylcholine receptor M5 (Homo sapiens), P08912; CHO-K1 hM5 cells; 0% DMSO wells, 100% maximal acetylcholine response; activation, % at 3 µM; 360,000 tested, 0.19% active; AID 624037, 2012;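 active = activation above the run's mean over test compounds plus 3 SD, cut at about 23% in these data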;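 note: signal is peak over basal fluorescence ratio across the kinetic read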
# Target sequence (P08912 whole entry, looked up): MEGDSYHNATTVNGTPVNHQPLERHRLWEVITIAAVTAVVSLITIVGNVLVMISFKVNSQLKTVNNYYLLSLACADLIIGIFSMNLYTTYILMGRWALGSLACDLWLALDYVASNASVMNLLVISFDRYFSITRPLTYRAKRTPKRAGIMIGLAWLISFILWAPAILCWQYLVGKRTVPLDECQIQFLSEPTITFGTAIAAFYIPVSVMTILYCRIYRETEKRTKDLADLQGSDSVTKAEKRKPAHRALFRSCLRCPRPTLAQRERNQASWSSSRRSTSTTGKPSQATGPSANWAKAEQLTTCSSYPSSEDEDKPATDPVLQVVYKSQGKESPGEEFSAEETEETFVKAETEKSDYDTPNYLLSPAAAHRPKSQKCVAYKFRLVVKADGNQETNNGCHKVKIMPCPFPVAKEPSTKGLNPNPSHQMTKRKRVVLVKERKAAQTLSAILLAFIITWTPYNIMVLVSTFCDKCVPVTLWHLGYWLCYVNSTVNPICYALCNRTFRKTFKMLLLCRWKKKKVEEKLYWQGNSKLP
# CHO-K1 Ca antag: M1 antagonist counterscreen hit in parental CHO-K1 cells | ATP-induced calcium, Fluo-8 fluorescence | inhibition, % at 3 µM | 360,000 tested, 0.6% active | AID 602250;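 active = inhibition above a per-plate cutoff, the plate's mean sample inhibition plus 3 SD, cut at about 24% in these data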;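 note: 0% = DMSO plus EC80 ATP and 100% = DMSO alone without ATP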
# M5 PAM: human M5 muscarinic receptor positive allosteric modulators, primary screen, CHO-K1 cells, Fluo-8 calcium fluorescence | Muscarinic acetylcholine receptor M5 (Homo sapiens), P08912 | CHO-K1 hM5, ACh EC20 PAM; 0% = ACh EC20, 100% = ACh EC100 | activation, % at 3 µM | 360,000 tested, 0.3% active | AID 624038, 2012;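 active = activation above the run cutoff, the mean activation of all test compounds plus 3 SD, cut at about 18% in these data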
#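 system = human M5 receptor in CHO-K1 cells | reagent = EC20 acetylcholine as agonist stimulus | compound dosing = single-point, 3 µM nominal | incubation = Fluo-8 loading 80 min at 37 °C plus 30 min room temperature | detection = Fluo-8 calcium dye fluorescence, kinetic read | benchmarks = low control EC20 acetylcholine (0%), high control EC100 acetylcholine (100%)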
# M4 ag: human M4 muscarinic receptor agonists, primary screen, CHO-K1 cells, Fluo-8 calcium fluorescence; Muscarinic acetylcholine receptor M4 (Homo sapiens), P08173; CHO-K1 hM4/Gqi5; vehicle 0%, full acetylcholine response 100%; activation, % at 3 µM; 360,000 tested, 0.14% active; AID 624127, 2012;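 active = activation above the run mean over all test wells plus 3 SD, cut at about 32% in these data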;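 note: peak over basal fluorescence ratio per well then scaled between controls; 0% = DMSO wells and 100% = acetylcholine at EC100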
# CHRM5 antagonist: human M5 muscarinic receptor antagonists, primary screen, CHO cells, Fluo-8 calcium fluorescence; Muscarinic acetylcholine receptor M5 (Homo sapiens), P08912; CHO-hM5 cells, ACh EC80; inhibition, % at 3 µM; 360,000 tested, 0.59% active; AID 624040, 2012;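 active = inhibition above a per-plate cutoff, the mean of that plate's test compounds plus 3 SD, cut at about 27% in these data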;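 note: 0% = acetylcholine EC80 with DMSO and 100% = DMSO without agonist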
# CHRM4 PAM: human M4 muscarinic receptor positive allosteric modulators, primary screen, CHO-K1 cells, Fluo-8 calcium fluorescence. 360,000 tested, 0.4% active. Muscarinic acetylcholine receptor M4 (Homo sapiens), P08173. CHO-K1 hM4/Gqi5, ACh EC20; 0% = ACh EC20, 100% = maximal ACh. activation, % at 3 µM;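 active = activation above its plate's cutoff, the mean activation of sample wells plus 3 SD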; note: some results filed as inactive read as strong as hits
# M1 ag parental: counter-screen for M1 agonists: effect in parental CHO-K1 cells; 360,000 tested, 0.48% active; activation, % at 3 µM; Fluo-8 calcium fluorescence; scaled to maximal ATP response, vehicle zero; AID 602248, 2012; in the data active = activation above about 15%;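 note: untransfected CHO-K1 host cells lacking M1 receptor as counterscreen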
# Numbers without * were called inactive.
SMILES,M4 antag,M1 PAM parental,M5 ag,CHO-K1 Ca antag,M5 PAM,M4 ag,CHRM5 antagonist,CHRM4 PAM,M1 ag parental
Cc1cc2oc(=O)cc(CN(C)Cc3ccccc3)c2cc1C,-14.1,5.4,-2.8,13.7,-9.1,-1.0,6.0,0.0,-0.1
O=C1C(=O)N(CCCn2ccnc2)C(c2cccnc2)/C1=C(/O)c1ccc(F)cc1 (centres undefined),15.2,-3.8,-2.9,-5.2,12.5,2.3,1.8,6.8,0.1
CN(c1ccc(F)cc1)S(=O)(=O)c1ccc2[nH]cc(C(=O)O)c(=O)c2c1,0.8,17.9,-3.7,0.9,1.2,0.2,-5.4,4.2,2.5
CCOc1ccccc1NC(=O)CNC(=O)c1nn(-c2ccc(OC)c(OC)c2)c(=O)c2ccccc12,-0.1,-3.0,0.0,-9.2,-7.2,12.4,8.1,-5.9,6.2
CCc1ccc(C(c2c(C)nn(-c3ccccc3)c2N)c2c(C)nn(-c3ccccc3)c2N)cc1,-5.5,14.4,-3.8,-8.8,-4.8,-1.6,-1.6,-0.9,0.4
Cc1ccc(Oc2ncnc(N)c2[N+](=O)[O-])cc1,-10.4,9.3,2.4,-12.8,0.4,1.6,7.6,1.8,0.2
CCCCC(CC)CN1CN(CC(CC)CCCC)CC(C)(N)C1 (centres undefined),-5.7,8.3,-0.1,-9.9,1.5,0.0,-2.3,0.8,-0.2
Clc1ccc(-n2cccc2CN2CCc3c([nH]c4ccccc34)C2c2ccccn2)nc1 (centres undefined),-8.7,10.8,-8.5,-16.3,-0.1,0.9,2.7,-7.2,1.3
COc1ccccc1NC(=O)c1ccc(NC(=O)CN2CCCC2)cc1,2.0,11.5,0.6,-0.9,7.8,2.2,1.4,0.0,11.8
COc1ccc(C(=O)Nc2ccc(N3CCC(C)CC3)cc2)cc1Br,-4.4,20.7,-1.9,1.6,-5.4,0.5,-1.1,3.0,1.0

# Brought forward from above: two entries, followed by the next part.
SMILES,M4 antag,M1 PAM parental,M5 ag,CHO-K1 Ca antag,M5 PAM,M4 ag,CHRM5 antagonist,CHRM4 PAM,M1 ag parental
COc1ccccc1NC(=O)c1ccc(NC(=O)CN2CCCC2)cc1,2.0,11.5,0.6,-0.9,7.8,2.2,1.4,0.0,11.8
COc1ccc(C(=O)Nc2ccc(N3CCC(C)CC3)cc2)cc1Br,-4.4,20.7,-1.9,1.6,-5.4,0.5,-1.1,3.0,1.0
Cc1ccc(C(=O)Nc2cccc(N3C(=O)C4CCC(C)CC4C3=O)c2)cc1 (centres undefined),3.4,-5.2,0.7,0.4,-21.5,20.2,2.9,-12.6,9.8
COC(=O)c1c(C)[nH]c(C(=O)OC(C)C(=O)N2CCOCC2)c1C (centres undefined),8.1,-32.9,-0.2,16.9,-2.5,1.1,1.4,-0.1,1.9
COc1ccc([C@@H]2[C@@H]3C(=O)N(C(C)(C)C)C(=O)[C@@H]3[C@]3(C)C(=O)N(c4ccc(C(F)(F)F)cc4)C(=O)N23)cc1,-4.2,13.8,3.8,-17.2,-6.0,1.9,5.5,4.0,0.3
O=C(Nc1nnc([C@@H]2C[C@H](O)[C@@H](CO)O2)s1)c1cccc(Cl)c1,-2.7,13.5,0.6,-9.7,-0.1,0.8,1.7,3.8,0.6
CC(C)(C)OC(=O)N1CCN(C(=O)OCC2c3ccccc3-c3ccccc32)CC1C(=O)O (centres undefined),1.9,-11.0,1.3,-0.9,-0.2,-0.1,9.9,10.2,0.0
O=C(O)c1ccc(Cn2ccc3ccccc32)o1,-12.4,-2.5,-4.3,4.0,7.2,0.4,23.0,10.8,1.9
CCO[C@H]1OC(C(=O)N2CCOCC2)=C[C@@H](c2ccc(C(F)(F)F)cc2)[C@@H]1CCCO,-5.7,2.9,5.2,-15.8,0.6,2.0,-1.6,3.8,-0.5
O=C1Nc2ccccc2C1=Nc1ccc(Cl)cc1,-3.8,2.9,-3.5,-11.2,6.3,1.7,8.9,5.0,0.6
O=C(CCc1nc2ccccc2c(=O)[nH]1)Nc1cc(C(F)(F)F)ccc1N1CCOCC1,4.2,4.7,-4.8,-4.1,-1.2,0.4,15.0,-4.3,0.5
Cc1ccc(Cn2nc(C)c(NC(=O)c3cc(C)no3)c2C)cc1,-12.6,3.0,1.0,2.2,0.8,0.5,-4.6,6.6,-0.3
CCc1cc2c(=O)c(-c3nc4ccccc4n3C)coc2c(CN2CCN(C)CC2)c1O,4.5,0.2,-5.8,-9.7,-4.5,0.6,-0.9,-2.1,-0.1
O=C(Nc1ccon1)Nc1cc(Cl)ccc1Cl,-8.2,4.5,6.7,-0.4,5.4,1.0,-13.7,12.1,0.2
Cc1cc(OC(C)C)c2c(-c3ccccc3)cc(=O)oc2c1,13.5,21.2,-10.2,-13.4,-9.2,1.1,10.0,-10.3,0.3
CCOc1cccc2sc(N(CCN(C)C)C(=O)CCS(=O)(=O)c3ccccc3)nc12,2.3,-5.1,-4.4,-22.2,-3.6,4.0,8.4,-1.0,1.6
O=C(N[C@H](CO)Cc1ccccc1)[C@H]1O[C@@H](n2ccc(=O)[nH]c2=O)[C@H](O)[C@@H]1O,-4.2,-6.6,1.0,8.4,-3.8,0.6,-1.8,3.2,-0.5
Cc1ccc(NC(=O)C2=C(O)c3sccc3N(C)S2(=O)=O)cc1,-1.1,-8.2,-12.6,-2.6,10.3,-2.0,-2.7,5.6,-0.3
N#Cc1nc(-c2cccs2)oc1NCc1ccco1,-8.4,16.8,-0.5,-24.1,-3.6,4.2,-2.0,10.1,0.3
O=C(NC1CCN(Cc2ccccc2)CC1)c1ccccc1NS(=O)(=O)c1ccc(F)c(F)c1,-1.1,-7.4,-6.8,-12.6,2.8,7.6,0.0,4.3,1.5
CCCC(=O)NCC(c1cccs1)S(=O)(=O)c1ccc(C)cc1 (centres undefined),-10.6,8.8,-5.7,-30.2,-0.9,1.7,10.2,8.2,0.8
CC(=O)Nc1ccc(S(=O)(=O)NC(C(=O)O)C(C)C)cc1 (centres undefined),-4.6,-1.1,3.5,-7.5,3.1,1.4,0.2,5.5,-0.1
CN(C)c1ccc(C(=O)c2ccc(N(C)C)c3ccccc23)cc1,4.9,12.0,-4.0,-2.0,-7.4,-2.5,0.3,0.2,-0.2
COc1cc(NC(=O)c2ccc(-c3cnn(C)c3)c3ccoc23)cc(OC)c1OC,-12.8,7.7,4.0,-7.7,-6.9,13.6,4.8,3.5,4.3
Cc1ccc(CNC(=O)CNS(=O)(=O)c2ccc3c(c2)C(C)(C)C(=O)N3C)cc1,-4.8,9.8,2.3,3.6,-9.2,0.3,2.5,5.8,-0.2
C/C(N)=C(/C#N)C(=O)CSc1nc2ccccc2c(=O)n1-c1ccccc1C,-0.4,10.2,2.7,2.6,-4.9,3.3,1.1,-4.2,1.1
CCCCCCCCCCCCC(=O)CCCCC(=O)O,-9.0,-2.1,3.5,1.1,-4.3,-0.1,4.0,-8.3,0.5
NNC(=O)CNC(=O)C12CC3CC(CC(C3)C1)C2,3.3,-10.1,1.1,-8.0,-18.2,11.4,17.2,-10.1,2.9
Cn1c(CCc2ccccc2)nnc1SCC(N)=O,5.2,-4.0,-2.1,13.3,-1.9,1.5,3.7,5.8,0.3
O=C(NC1CCCC1)c1ccc2nc[nH]c2c1,13.6,2.6,-3.7,1.5,2.2,0.4,-1.4,8.6,0.3
CCOC(=O)N1CCN(C(=O)C2CC(=O)N(c3ccc(OC)cc3)C2c2ccc(OC)cc2)CC1 (centres undefined),2.0,5.1,-0.1,-8.0,2.1,1.3,1.7,1.5,0.1
Cc1nc(C(=O)O)nn1-c1cc(Cl)ccc1Cl,-8.0,-11.3,0.8,19.2,-2.6,6.0,-1.2,-6.4,0.9
C=CCn1c(SCC(=O)c2ccc(F)cc2)nnc1-c1ccc2c(c1)OCO2,-2.3,15.5,-0.9,0.5,-9.8,7.4,2.2,-4.4,2.5
CC(=O)c1cc2c(cc1N(C(=O)c1ccco1)C(C(=O)NC1CCCC1)c1ccccc1F)OCO2 (centres undefined),-2.6,-18.1,-3.0,-5.5,-5.4,0.2,12.5,-0.4,-0.5
COc1ccc(C(=O)Cn2c(C(=O)/C=C/c3ccccc3)nc3ccccc32)cc1,-1.3,-3.0,4.4,-6.1,17.2,0.1,-10.0,24.9,-0.2
Cc1c(NC(N)=O)c(=O)n(-c2ccccc2)n1C,-1.4,-11.6,-0.7,13.7,-2.6,1.1,-2.8,1.4,0.3
CC(=O)c1ccccc1OCCOc1ccccc1C(C)=O,14.1,6.8,-23.0,-5.0,-17.5,2.3,-2.6,-9.8,1.5
NS(=O)(=O)c1ccc(CCNC(=O)CN2C(=O)NC(c3ccccc3)(c3ccccc3)C2=O)cc1,-10.6,-3.0,3.2,-8.1,2.8,0.9,6.3,4.7,0.1
Cc1ccccc1C(=O)Nc1cc(NC(=O)c2ccccc2C)cc(C(=O)O)c1,-19.9,-6.2,0.3,16.4,11.5,0.2,-4.8,4.1,1.0
Clc1ccccc1/C=N/c1cc(-c2ccccc2)nn1-c1ccccc1,2.1,12.1,-0.9,1.6,-3.2,0.9,-0.3,-2.7,-0.1
C=CC(COCc1ccccc1)N(Cc1ccc(OC)cc1)S(=O)(=O)c1ccccc1Br (centres undefined),-11.4,3.6,3.3,-4.5,-9.5,3.5,10.8,-2.0,-0.6
O=C(CNc1ccccc1)N/N=C/c1ccc([N+](=O)[O-])cc1,2.9,9.0,-1.5,1.9,-2.8,3.3,-13.1,0.9,0.6
CC1CCCN(C(=O)CN2C(=O)c3ccccc3S2(=O)=O)C1 (centres undefined),13.7,-4.3,-0.9,-6.5,-1.8,-0.1,15.0,-5.8,-0.1
Cc1cc(C)nc(NS(=O)(=O)c2ccc(NS(=O)(=O)c3ccsc3)cc2)n1,7.8,-1.4,-1.8,-8.2,-1.9,0.1,1.6,-4.6,0.2
CCc1ccc(C2c3[nH]c4ccccc4c3CCN2C(=O)c2ccc(=O)n(C)n2)cc1 (centres undefined),-1.1,20.1,-3.9,-2.7,0.1,1.6,1.8,5.9,0.2
CCCCN(CC)Cc1ccc(CNC(=O)Nc2ccc(OCC)cc2)o1,-17.4,22.5,-5.0,-21.1,2.5,-0.3,-4.3,8.9,0.0
O=C(CCC(=O)N1CCOc2ccccc21)NCCCN1CCOCC1,-4.2,18.0,1.3,-0.3,0.9,0.9,2.4,0.6,0.1
